Source: PubChem BioAssay
E-sel inducer: E-selectin induction on HUVECs; HUVEC E-selectin immunofluorescence imaging; normalized: neutral wells 0, TNF-alpha wells 100; activation, % at 7.58 µM; 0.37% of 260,000 active; AID 686992;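 active = mean E-selectin-positive cell signal at least 10% of the positive control, reached in at least 60% of replicates, without over 20% cell loss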;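 also: in these data hits start at about 27%; measured in HUVEC primary endothelial cells; signal is the percent of cells scored E-selectin positive by PE staining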
Target sequence (P16581 whole entry, looked up): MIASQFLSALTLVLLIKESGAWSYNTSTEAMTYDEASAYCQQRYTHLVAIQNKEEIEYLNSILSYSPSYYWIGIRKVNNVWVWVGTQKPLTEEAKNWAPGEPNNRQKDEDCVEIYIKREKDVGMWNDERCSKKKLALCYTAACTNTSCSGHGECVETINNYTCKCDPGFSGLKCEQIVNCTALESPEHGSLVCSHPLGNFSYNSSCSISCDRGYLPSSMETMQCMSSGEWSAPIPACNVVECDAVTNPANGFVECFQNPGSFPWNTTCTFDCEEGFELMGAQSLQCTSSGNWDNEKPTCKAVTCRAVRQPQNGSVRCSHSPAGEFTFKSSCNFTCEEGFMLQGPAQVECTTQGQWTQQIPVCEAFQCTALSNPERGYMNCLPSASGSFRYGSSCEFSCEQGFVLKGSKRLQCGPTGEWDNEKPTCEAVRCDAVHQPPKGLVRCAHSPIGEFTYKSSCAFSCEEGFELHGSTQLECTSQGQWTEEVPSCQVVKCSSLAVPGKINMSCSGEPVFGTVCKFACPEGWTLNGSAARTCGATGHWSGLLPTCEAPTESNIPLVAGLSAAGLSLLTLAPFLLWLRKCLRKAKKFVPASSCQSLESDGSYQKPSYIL
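Test system: HUVEC | Signal: Immunofluorescence imaging | Read-out: Percent E-selectin-positive cells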
PGC1a acetyl inh: modulators of PGC1a acetylation; U2OS PGC1a acetylation, AlphaScreen anti-acetyl-lysine; with virally co-expressed GCN5 acetyltransferase; inhibition, % at 15.6 µM; 0.17% of 350,000 active; AID 651687;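 active = every replicate shows inhibition of at least 40%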;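 also: 0% = neutral control wells and 100% = positive control wells; some results beyond the cut were filed as inactive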
RAD54 branch: inhibitors of human RAD54 branch migration; RAD54 Holliday junction branch migration, FAM/BHQ fluorescence; inhibition, % at 10.4 µM; 0.14% of 360,000 active; AID 602329;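 active = mean normalized replicate activity at least 40 and at least half of replicates scoring 40 or more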;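 also: 0% = median of neutral control wells and 100% = median of positive control wells; inhibitors cause a drop in the FAM fluorescence signal; in these data hits start at about 50%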
miR122 inh: blocks miR-122 activity in Huh7 sensor cells; Huh7 miR-122 Renilla luciferase sensor, 48 h; neutral wells = 0, positive control = 100; activation (reporter increase), % at 12.5 µM; 0.3% of 340,000 active;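 active = mean replicate activation score at least 90 and every replicate individually at or above 90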;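 also: higher luciferase means less miR-122 activity so hits act as miR-122 inhibitors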
ERAP1 HTS inh: ERAP1 (human) enzyme inhibition; Q9NZ08; AID 652197; inhibition, % at 10.7 µM; 0.15% of 340,000 active; recombinant ERAP1, Leu-AMC fluorescence, 60 min;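 active = mean replicate inhibition of at least 30%, or all replicates individually reaching that 30% level; inactive = mean below 30% and not every replicate reaching it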;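 also: 0% = neutral control wells and 100% = L-leucinethiol positive control wells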
PglD inh: blocks C. jejuni PglD acetyltransferase activity | purified PglD enzyme, DTNB colorimetric CoA detection | inhibition, % at 12.5 µM | 0.098% of 360,000 active; in the data active = inhibition above about 16%, passing the limit was not always enough; also: strong numbers were not always called active
RAD52 anneal inh: RAD52 (human) annealing inhibition; P43351; recombinant RAD52 DNA annealing, FRET fluorescence; inhibition, % at 18.7 µM; 0.46% of 360,000 active;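 active = every replicate showing at least 50% inhibition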
Target sequence (P43351 whole entry, looked up): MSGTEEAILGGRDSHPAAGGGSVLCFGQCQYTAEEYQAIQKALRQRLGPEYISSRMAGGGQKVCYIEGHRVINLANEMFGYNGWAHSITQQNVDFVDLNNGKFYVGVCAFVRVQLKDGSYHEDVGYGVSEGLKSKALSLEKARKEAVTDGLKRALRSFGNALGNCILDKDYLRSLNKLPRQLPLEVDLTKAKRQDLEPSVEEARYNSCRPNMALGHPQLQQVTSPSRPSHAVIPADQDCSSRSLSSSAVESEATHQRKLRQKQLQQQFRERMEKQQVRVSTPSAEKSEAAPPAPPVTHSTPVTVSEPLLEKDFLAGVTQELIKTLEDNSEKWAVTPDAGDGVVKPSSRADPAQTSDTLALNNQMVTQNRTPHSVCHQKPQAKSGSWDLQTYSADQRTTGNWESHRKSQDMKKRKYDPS
Cneo AK release: Cryptococcus neoformans lysis via adenylate kinase release. C. neoformans lysis, adenylate kinase release luminescence, 4 h; normalised: neutral wells 0, clomiphene wells 100. lysis activity, % at 15 µM. 0.2% of 360,000 active. AID 651654;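 active = mean lysis activity across replicates of at least 80%, whatever share of replicates individually reach that level; inactive = mean lysis activity below 80%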
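read-out = cell lysis signal | test system = log-phase Cryptococcus neoformans yeast cells | input = cells at 5 × 10^6 per mL | medium = fresh YPD growth medium | signal = luminescent adenylate kinase detection reagent | timing = 4 h at 37 °C static, read 1 h later | dosing = single dose | controls = Clomiphene as positive lysis control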
Numbers without * were called inactive; · = not tested or not shown; & = joins results of further samples; [ ] = dose if it differs, or a comment.

SMILES	E-sel inducer	PGC1a acetyl inh	RAD54 branch	miR122 inh	ERAP1 HTS inh	PglD inh	RAD52 anneal inh	Cneo AK release
Cc1cc(C(=O)CCC(=O)NCC2COc3ccccc3O2)c(C)s1 (stereo not given)	-2.6	-2.7	-2.1	-3.5	2.9	1.0	-14.7	-0.5
Cc1c(C(=O)OCC(=O)N(C)c2ccccc2)oc2ccccc12	0.7	·	-3.2	·	-2.9	-4.8	-14.1	13.8
O=C(Cn1ccc([N+](=O)[O-])n1)NCC1CCCO1 (stereo not given)	-0.2	·	-3.6	·	-1.2	·	-4.7	-0.6
COc1ccc(NC(=O)Nc2ccc3c(c2)C(=O)N([C@@H](C)CO)C[C@H](C)[C@H](CN(C)S(=O)(=O)c2cccs2)OCCCC[C@@H](C)O3)cc1	1.4	5.4	2.9	-3.6[16.7 µM]	-2.4	3.4	2.3	39.8
Fc1cc(Br)ccc1NC(=S)Nc1ccccc1	-0.2	·	-9.6	6.7	·	-0.7	·	6.1
Cc1ccccc1OCC(O)Cn1c(=N)n(CCN2CCOCC2)c2ccccc21 (stereo not given)	5.8	-13.6	3.8&-4.1	7.2&-2.0	-1.6	-1.7&-4.0	-5.9	-0.3&-3.4
CCn1c(=O)n(CC(=O)NCC2CCCO2)c(=O)c2c3c(sc21)CCCC3 (stereo not given)	·	1.3	9.4	5.8	1.7	-2.2	-4.6	2.1
Cc1ccc2[nH]cc(CCNC(=O)/C=C/c3ccco3)c2c1	0.2	-7.9	-8.3	·	-1.7	1.0	-12.6	-1.4
NC(=O)COC(=O)c1cccc(S(=O)(=O)N2CCCc3ccccc32)c1	0.0	1.4	4.7	9.2	-4.1	11.2	-4.2	-0.1
CN1CCN(C(=O)C[C@H]2CC[C@@H]3[C@H](COC[C@H](O)CN3S(=O)(=O)c3cccc(F)c3)O2)CC1	0.0	1.1	-7.2	-3.1[16.7 µM]	-4.8	10.2	14.7	-0.9
Fc1ccccc1OCCCCCN1CCCC1	·	3.4	6.7	-7.5	·	3.9	·	-1.4
COc1ccc2oc(=O)c(C(=O)NC3CCCCCC3)cc2c1	·	3.9	-7.4	-8.2	-3.6	1.3	-13.7	4.8
COc1ccc(S(=O)(=O)N(C)C[C@H]2Oc3ccc(NC(=O)CCCCCC(=O)Nc4ccccc4N)cc3CC(=O)N([C@H](C)CO)C[C@H]2C)cc1	0.8	-7.6	-8.4	11.7[16.7 µM]	-0.3	4.9	-13.0	-0.5
O=C(O)c1cc(N2C(=O)CCC2=O)ccc1Cl	1.9	1.9	3.4	-3.6	-3.1	-0.3	-21.4	0.1
CC(Oc1ccc(Cl)cc1Cl)C(=O)Nn1cnnc1 (stereo not given)	·	·	0.7	-6.6	·	3.1	·	-0.9
CCC(=O)N1C[C@H](C)[C@H](OC)CN(C)C(=O)c2cc(NC(=O)c3ccc(F)cc3)ccc2OC[C@H]1C	1.5	-1.7	-5.1	5.6[16.7 µM]	2.3	1.4	-6.8	3.0
COc1cc(CNC(=O)CCCCCCC(C)C)ccc1O	0.1	11.4	-4.4	-5.8	0.3	-2.9	-4.4	1.0
O=C(CCSc1nnc2scc(-c3ccccc3)n12)NCc1ccc2c(c1)OCO2	·	·	-6.3	-8.9	·	-1.5	·	-0.9
CCCCOc1ccc(C(=O)NCC(=O)N(C)Cc2nc3ccccc3c(=O)[nH]2)cc1	1.5	·	-5.5	·	-3.4	-3.2	0.3	0.2
CCn1c(=O)n(CC)c2cc(N3CCCC3)c(NC(=O)c3ccccc3Br)cc21	·	10.0	-2.2	3.4	-2.6	0.3	-4.3	2.7
OC(c1ccc(F)cc1)c1nc(-c2cccs2)cs1 (stereo not given)	0.2	-3.3	7.9	-4.2	8.0	0.9	-5.5	0.0
O=C(c1cccc(F)c1)N1C[C@H]2[C@@H](c3ccccc31)[C@@H](CO)N2C(=O)C1CCOCC1	0.1	6.5	10.1	-7.1[16.7 µM]	0.2	-0.5	-1.3	6.8
Cc1oc(-c2ccc(Cl)cc2)nc1CN1CCC(C(=O)NCc2ccco2)CC1	·	-4.0	0.3	-13.1	·	-0.8	·	-0.5
CCC(=O)Nc1ccc(C(=O)Nc2ccc3c(c2)OCO3)cc1	·	-5.7	4.2	-0.6	·	-7.1	·	2.8
Cc1ccccc1C(=O)Nc1nnc(S(=O)(=O)N2CCCCC2)s1	·	·	0.0	·	1.5	-2.7	4.4	-0.5
COc1ccc(C(C(=O)NCC2CCCO2)N(Cc2ccccc2)C(=O)CNC(=O)c2ccco2)cc1OC (stereo not given)	0.0	·	-4.2	·	-5.6	2.6	6.5	7.4
Cc1cc(C(=O)Nc2cccc3c2O[C@H](CN(C)Cc2ccc(C(F)(F)F)cc2)[C@@H](C)CN([C@@H](C)CO)C3=O)n(C)n1	-13.4	-3.6	-2.6	82.5[16.7 µM]	4.9	2.9	4.1	3.5
COC(=O)[C@H](Cc1ccccc1)NC(=O)N1CCN(Cc2ccccc2)CC1	·	0.4	-3.7	-5.0	·	3.1	·	-1.2
CCC(=O)NC(=S)Nc1ccc(NC(=O)c2cccnc2)cc1	0.7	-1.9	·	-2.8	3.2	·	-4.5	·
COc1cc(OC)c(OC)cc1CN1CCc2ccccc2C1	·	9.9	-4.2	-1.7	13.7	2.5	-4.0	0.2
C[C@H](CO)N1C[C@H](C)[C@H](CN(C)S(=O)(=O)c2ccccc2)Oc2ccc(NC(=O)Nc3ccc(C(F)(F)F)cc3)cc2C1=O	-3.5	12.5	·	-13.1[16.7 µM]	3.1	·	-12.5	·
O=C(O)c1c2c(nc3ccc(S(=O)(=O)N4CCC(C(=O)NCc5ccccc5Cl)CC4)cc13)CCCC2	·	8.4	-10.2	3.3	0.6	-85.3	-30.1	0.4
O=c1[nH]c2ccccc2nc1/C=C(\O)C1CC1	·	-5.1	-0.5	-3.5	·	-3.6	·	-0.3
COc1ccc(N2CCN(CC(=O)c3ccc(O)cc3O)CC2)cc1	·	4.2	-11.5	-2.2	4.6	-1.6	-4.7	-2.9
C=Cc1ccc(Cn2c(=O)n(CCCOC)c(=O)c3sccc32)cc1	0.0	1.5	-4.5	-10.1	1.9	4.6	4.2	0.6
COCCNC(=O)C1c2ccccc2C(=O)N(CCOC)C1c1ccc(F)cc1 (stereo not given)	·	3.3	2.0	5.0	·	-6.3	·	6.2
COc1cc2c(cc1OC)/C(=C/C(=O)c1ccc(OC)c([N+](=O)[O-])c1)NCC2	0.0	·	-2.8	·	-5.5	3.2	-13.3	1.5
Cc1ccc(C)c(N2N=C(C(=O)Nc3cccnc3)CCC2=O)c1	0.4	14.9	-4.9	-4.1	-2.9	-6.4	-0.6	2.2
O=C1c2ccccc2S(=O)(=O)N1CCCN1C(=O)c2ccccc2S1(=O)=O	0.3	6.6	1.8	-6.3	-2.9	-5.5	-11.2	-0.7
COc1ccc(S(=O)(=O)NCc2cccnc2)cc1NC(=O)c1ccc(C)cc1	·	0.1	5.1	58.9	-7.4	-1.0	-1.3	-0.1
Cc1nc2ccc(NC(=O)C3COc4ccccc4O3)cc2s1 (stereo not given)	6.1	-4.7	·	-6.2	-0.6	·	-14.3	·
COc1cc(OC)cc(C(=O)N2c3ccc(F)cc3CCC2C)c1 (stereo not given)	·	-13.2	-6.5	-6.8	·	6.8	·	-0.1
C[C@@H](CN=[N+]=[N-])CN1CC[C@H](C(C)(C)C)CCC1=O	·	·	-13.4	-14.0	0.4	4.3	-3.6	3.6
O=c1cc(CSc2ccccn2)nc(N2CCN(c3ccccc3)CC2)[nH]1	·	0.3	-2.2	0.9	·	-5.8	·	0.3
CCCC(C(=O)NCCC(C)C)N(Cc1ccc(F)cc1)C(=O)c1snc(C(N)=O)c1N (stereo not given)	·	4.9	-3.2	-0.8	-3.5	-0.7	-3.0	-2.1
O=C1C=Cc2cccc3ccc(O)c1c23	1.3	29.2	-3.3	·	1.9	-2.5	-15.1	-0.2
C[C@H]1CN([C@@H](C)CO)C(=O)Cc2cc(NS(=O)(=O)c3cccs3)ccc2O[C@H]1CN(C)C(=O)Nc1ccc(C(F)(F)F)cc1	·	-2.4	2.3	4.3[16.7 µM]	-1.1	-1.9	-9.8	2.7
COCCCNC(=O)Cc1c(C)c2c(cc(C)c3c(C(C)(C)C)coc32)oc1=O	0.3	·	-17.0	90.2*	-0.6	-3.0	-11.9	1.3
Cc1ccc(C)c(NC(=O)CSc2nnc(-c3ccco3)o2)c1	·	-6.4	1.6	-21.2	·	-7.4	·	-1.9
COc1cc(/C=N/OCC(=O)Nc2cc(C)cc(C)c2)ccc1OCc1ccc(Cl)cc1	1.2	-2.2	·	·	-0.2	·	-27.7	·

Molecules above that contain a tert-butyl group, in the order listed:
SMILES	E-sel inducer	PGC1a acetyl inh	RAD54 branch	miR122 inh	ERAP1 HTS inh	PglD inh	RAD52 anneal inh	Cneo AK release
C[C@@H](CN=[N+]=[N-])CN1CC[C@H](C(C)(C)C)CCC1=O	·	·	-13.4	-14.0	0.4	4.3	-3.6	3.6
COCCCNC(=O)Cc1c(C)c2c(cc(C)c3c(C(C)(C)C)coc32)oc1=O	0.3	·	-17.0	90.2*	-0.6	-3.0	-11.9	1.3

Next section.
SMILES	E-sel inducer	PGC1a acetyl inh	RAD54 branch	miR122 inh	ERAP1 HTS inh	PglD inh	RAD52 anneal inh	Cneo AK release
CNC(=O)CN1C(=O)c2cccc3cccc1c23	·	-2.8	-8.1	-8.4	·	-4.2	·	0.6
CCN(CC)C(=O)c1ccc(-c2nnc(Nc3ccc(C(=O)N(C)C)cc3)c3ccccc23)cc1	1.3	·	8.6	·	0.1	-4.8	-10.0	-0.6
COc1ccc(S(=O)(=O)N(C)C[C@@H]2OCCCC[C@H](C)Oc3ccc(NC(=O)CCC(F)(F)F)cc3C(=O)N([C@H](C)CO)C[C@H]2C)cc1	-0.1	6.0	2.5	2.3[16.7 µM]	-3.7	-2.7	-19.2	48.8
COc1ccc(CN2C(=O)c3cccnc3C2Nc2ccc(OC)c(Cl)c2)cc1 (stereo not given)	·	1.9	-19.4	0.9	0.5	-1.8	-22.7	-1.1
O=C(Nc1cc(F)ccc1F)N1CC(=O)N2[C@H](C1)[C@H](c1ccc(-c3ccc(F)cc3)cc1)[C@@H]2CO	-0.1	-2.6	·	·	1.6	·	-4.8	·
CCCOc1ccc2c(=O)c(N3C(=O)c4ccccc4C3=O)c(C)oc2c1	·	-3.5	-1.4	-3.7	·	1.0	·	3.4
COc1ccc(S(=O)(=O)NC2CC2)cc1C(=O)N1CCOCC1	·	4.6	·	1.5	-1.5	·	3.6	·
COC(=O)C1=C(C)N(C)C(=O)NC1c1ccc(C)cc1 (stereo not given)	·	0.1	-5.4	-1.3	-1.0	1.7	4.4	-1.6
CCCS(=O)(=O)N1CCCC(c2nc(-c3ccc(OC)cc3)no2)C1 (stereo not given)	·	-12.9	7.2	·	-1.6	0.0	-12.8	-2.0
O=C(NCCN1CCc2ccccc2C1)Nc1ccc(F)cc1	0.0	·	11.9	5.7	-0.8	0.5	-6.7	-1.6
COc1ccccc1NC(=O)Cn1nnc(-c2ccccc2NS(=O)(=O)c2ccccc2)n1	·	-10.8	-14.1	-0.9	0.4	-3.5	-16.3	-5.0
CN(Cc1ccc2ccccc2c1)C(=O)c1ccc(C(F)(F)F)cc1	0.0	·	-1.7	-1.8	-2.1	1.5	-14.3	-1.4
CCc1nnc(NC(=O)C2Cc3ccccc3CN2S(=O)(=O)CC)s1 (stereo not given)	4.7	-7.8	3.9	8.5	0.1	-1.2	-13.3	3.6
C[C@@H]1CN([C@H](C)CO)C(=O)c2cccc(NC(=O)c3ccc(-c4nccs4)cc3)c2O[C@@H]1CN(C)Cc1ccc(-c2ccccc2)cc1	-0.3	-11.7	-7.8	-9.8[16.7 µM]	0.8	0.5	29.5	-1.1
